# Bioassay records: PubChem, several laboratories
# SIAE inh – human SIAE inhibitors, primary screen, biochemical, fluorescence polarization, FP-Rh probe, 1536-well HTS; Sialate O-acetylesterase (Homo sapiens), Q9HAT2; SIAE FP-Rh probe binding; inhibition, % at 9.66 µM; 370,000 compounds, 0.69% hits; AID 1053197, 2014;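 active means inhibition above a cutoff: mean of compounds within the control limits plus 3 SD of those, cut at about 17% in these data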;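 further: 0% = plate median of compound wells and 100% = probe without SIAE protein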
# PRMT1 inh – PRMT1 methyltransferase inhibitors, primary screen, biochemical, fluorescence polarization. Protein arginine N-methyltransferase 1 (Homo sapiens), Q99873. recombinant PRMT1, activity-based probe fluorescence polarization. inhibition, % at 2.79 µM. 370,000 compounds, 1.3% hits. AID 652257, 2013;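 active means inhibition above about 21% made by adding two undisclosed values, limit read from the data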
# Target sequence (Q99873 whole entry, looked up): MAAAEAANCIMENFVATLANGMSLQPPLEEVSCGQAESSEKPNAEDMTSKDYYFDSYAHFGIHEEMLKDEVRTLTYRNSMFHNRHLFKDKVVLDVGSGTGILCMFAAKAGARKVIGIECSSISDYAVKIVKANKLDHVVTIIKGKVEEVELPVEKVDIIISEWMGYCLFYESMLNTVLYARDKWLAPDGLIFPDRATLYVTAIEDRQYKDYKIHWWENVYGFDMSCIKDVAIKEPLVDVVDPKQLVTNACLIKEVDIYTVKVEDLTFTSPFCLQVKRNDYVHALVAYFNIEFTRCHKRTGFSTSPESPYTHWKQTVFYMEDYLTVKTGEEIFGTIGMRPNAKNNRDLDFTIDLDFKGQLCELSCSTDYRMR
# rCAG binder – binders of r(CAG) RNA repeats, primary screen, biochemical, fluorescence. r(CAG) RNA repeat, TO-PRO-1 dye displacement fluorescence. inhibition, % at 3 µM. 370,000 compounds, 1.3% hits. AID 651821, 2012;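 active means inhibition above the plate cutoff, the mean of all test compounds on that plate plus 3 SD, cut at about 35% in these data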;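 further: 0% = DMSO alone and 100% = 100 µM mitoxantrone as full dye displacement; higher means more dye released from RNA so lower well fluorescence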
# mABHD4 FP – ABHD4 inhibitors, primary screen, biochemical, fluorescence polarization, mouse. purified mABHD4, FP-Rh probe fluorescence polarization. inhibition, % at 8.92 µM. (Lyso)-N-acylphosphatidylethanolamine lipase (Mus musculus), Q8VD66. 370,000 compounds, 0.54% hits;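 active means inhibition exceeding the mean over every tested compound plus 3 SD, cut at about 30% in these data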;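 further: 0% = plate median of compound wells and 100% = S159A mutant with DMSO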
#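 assay system = mABHD4 protein | compound dosing = single nominal dose of 8.92 µM, 0.89% DMSO final | read-out basis = percent inhibition of probe binding, normalized to plate controls | schedule = Enzyme–compound pre-incubation 45 min, then probe 60 min, both 25 °C | detection = fluorescence polarization, excitation 525 nm, emission 598 nm, BODIPY TMR filters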
# NPR2 activator – human GC-B receptor activators, primary screen, HEK293 GC-B cells, cGMP TR-FRET, EC30 CNP | activation, % at 10 µM | Atrial natriuretic peptide receptor 2 (Homo sapiens), P20594 | 370,000 compounds, 0.11% hits | 0% at EC30 CNP, 100% saturating CNP;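 active means activation at 10 µM reaching about 35% in either raw or pattern-adjusted values, limit read from the data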
# MBD2 DNA inh – inhibitors of MBD2 binding to methylated DNA, primary screen, biochemical, TR-FRET, DNA-binding domain, human | Methyl-CpG-binding domain protein 2 (Homo sapiens), Q9UBB5 | MBD2 binding to methylated oligonucleotide | inhibition, % at 4.4 µM | 370,000 compounds, 0.31% hits | AID 686964, 2013; in the data active means inhibition above about 13%
# TCR-CD3 inh – inhibitors of human TCR-CD3 interaction, primary screen, biochemical, fluorescence, TAMRA-labeled TCR probe | AID 651800, 2012 | inhibition, % at 9.4 µM | 360,000 compounds, 0.37% hits; in the data active means inhibition above about 19%;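 further: recombinant mutant TCR 2C K166C tagged with TAMRA read by polarization; 0% = receptor in buffer alone and 100% = receptor with positive control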
# TDP2 inh – human TDP2 enzyme inhibitors, primary screen, biochemical, epi absorbance, recombinant enzyme; inhibition, % at 12.8 µM; Tyrosyl-DNA phosphodiesterase 2 (Homo sapiens), O95551; 370,000 compounds, 0.34% hits; T5PNP hydrolysis, p-nitrophenol absorbance 415 nm;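 active means inhibition above the mean of all tested compounds plus 3 SD, set per campaign, cut at about 25% in these data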;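 further: 0% = DMSO with enzyme and 100% = buffer with substrate but no TDP2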
#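 Incubation: 2 h at 37 °C; Test system: recombinant human TDP2; Quantity: enzyme 120 nM; Read-out basis: percent inhibition; Medium: 50 mM Tris-HCl pH 7.5 with Mg2+, KCl, DTT, BSA; Repeats: single replicate; Compound: 12.8 µM single point, 1% DMSO; Signal: epi absorbance; Reagent: 5 mM T5PNP chromogenic substrate; Benchmarks: no-enzyme high, DMSO-plus-enzyme low.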
# HTRA1 inh – HTRA1 serine protease inhibitors, primary screen, biochemical, fluorescence polarization, HTS; Q92743; recombinant HTRA1, FP-rhodamine activity-based probe; inhibition, % at 5.96 µM; 340,000 compounds, 0.5% hits; in the data active means inhibition above about 36%;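 further: 0% = enzyme with DMSO and 100% = wells lacking enzyme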
# Target sequence (Q92743 whole entry, looked up): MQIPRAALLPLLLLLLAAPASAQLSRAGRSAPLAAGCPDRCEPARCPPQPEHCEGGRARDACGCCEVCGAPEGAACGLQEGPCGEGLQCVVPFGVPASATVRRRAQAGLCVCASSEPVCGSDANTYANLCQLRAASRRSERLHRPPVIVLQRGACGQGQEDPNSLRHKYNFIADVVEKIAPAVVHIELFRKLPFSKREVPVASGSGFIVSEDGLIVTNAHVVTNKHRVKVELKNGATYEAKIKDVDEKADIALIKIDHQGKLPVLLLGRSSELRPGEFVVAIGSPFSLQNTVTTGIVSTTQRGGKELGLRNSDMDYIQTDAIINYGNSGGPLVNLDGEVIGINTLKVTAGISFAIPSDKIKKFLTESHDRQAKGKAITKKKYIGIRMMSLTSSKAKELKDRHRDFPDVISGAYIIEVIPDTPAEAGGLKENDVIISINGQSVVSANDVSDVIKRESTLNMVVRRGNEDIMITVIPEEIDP
# LEDGF integ inh – blockers of LEDGF/p75-dependent integrase strand transfer – biochemical, TR-FRET, high throughput, primary screen; HIV-1 integrase (with human LEDGF/p75); TR-FRET IN-LEDGF/p75 DNA integration, Eu/Cy5; inhibition, % at 3.7 µM; 370,000 compounds, 0.64% hits; AID 743269, 2014;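 active means inhibition above the screen-wide mean plus 3 SD, cut at about 13% in these data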;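 further: signal is the Cy5 over europium emission ratio at 671 and 618 nm; 0% = plate median of compound wells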
# Starred values were filed as active, the others as inactive; · = not tested or not shown.
# Results follow in this order: PRMT1 inh	TCR-CD3 inh	HTRA1 inh	MBD2 DNA inh	NPR2 activator	rCAG binder	TDP2 inh	mABHD4 FP	SIAE inh	LEDGF integ inh
- O=C(CCc1ccccc1)N1CCCN(C(=O)CCc2ccccc2)CC1
 : -1	5	1	6	6	-4	-8	-1	-2	-1
- CCOC(=O)CNC(=O)CSc1nc(Cc2cccs2)nc2ccccc12
 : 27*	-1	-8	-1	4	8	9	4	-4	-1
- O=C(NC1CC2CCCC(C1)N2C(=S)Nc1ccccc1Cl)C1CC1 (centres undefined)
 : -1	6	7	4	-1	5	7	-1	-7	1
- Cc1ccc(S(=O)(=O)C2C(=O)N(C)C3(C)CC2c2ccccc2O3)cc1C (centres undefined)
 : -1	1	-8	0	-2	-3	-10	6	0	1
- COc1ccccc1C(=O)NC(=O)COC(=O)c1nccnc1N
 : 0	4	5	-1	-3	2	1	2	-1	0
- O=c1c2cc([N+](=O)[O-])cc([N+](=O)[O-])c2[nH]n1-c1ccccc1
 : 4	-4	15	-8	-2	21	-18	29	4	-8
- Cc1ccc(-n2cnc3cc(NCc4cccs4)ccc32)cc1
 : 3	1	19	-4	5	-3	8	27	9	-4
- COc1cc(/C=N/N(C)C)ccc1OC(=O)c1ccco1
 : 0	5	-10	4	2	-4	-4	5	-1	-4
- Cc1cccc(N/C(N)=N/c2nc(C)c(Cc3ccccc3)c(=O)[nH]2)c1
 : -1	5	3	2	0	-1	3	-2	1	3
- COC(=O)N1C(=O)[C@@](Cc2ccccc2)(c2ccccc2)N1C(=O)OC
 : 0	0	-8	6	-18	7	6	4	-5	-4
- Cc1ccc(C(=O)NCC(=O)NCC(=O)OCC(=O)c2ccc(Br)cc2)cc1
 : 0	1	0	0	-4	0	1	-1	4	2
- CCN(C[C@H]1N[C@@](C)(C(=O)OC)[C@H]2C(=O)N(Cc3ccccc3)C(=O)[C@@H]12)C(=O)c1ccc(C)cc1
 : -1	7	4	-5	0	-2	6	3	6	-4
- CCn1c(=O)cc(OCC(=O)Nc2ccc(OC)c(OC)c2)c2ccccc21
 : -3	1	4	4	-1	-2	2	0	8	-3
- COC(=O)CN1C(=O)COc2ccc(S(=O)(=O)N3CCCCC3)cc21
 : 2	-3	1	4	3	1	4	-7	1	-2
- CC(=O)Oc1ccc(C(=O)Cc2ccc3ccccc3n2)c(O)c1C
 : -5	-8	9	-5	-1	2	-7	0	-3	8
- Cc1ccc(-c2nc3c4ccccc4ccn3c2Cc2ccccc2C(F)(F)F)cc1
 : -2	3	·	6	-3	5	-5	-6	-7	2
- CCOC(=O)c1cnc(SCC(=O)Nc2sc(C)c(C)c2C#N)nc1N
 : 0	13	0	-5	-5	4	12	3	-4	-1
- COC(=O)c1ccc(CSc2ncnc3c2nnn3-c2ccc(F)cc2)o1
 : 3	1	4	0	8	1	1	0	4	1
- O=c1c2cn[nH]c2[nH]c(=S)n1-c1cccc2ccccc12
 : 9	9	-6	3	5	1	1	0	23*	2
- CN1/C(=C\C(=O)c2ccccc2Cl)c2ccccc2CC1(C)C
 : 2	-3	7	1	-1	-1	1	4	7	0
- CC(Nc1ccc(Br)cc1)C(=O)N/N=C/c1ccccc1OCc1ccccc1 (centres undefined)
 : 0	1	-6	-3	-2	0	3	0	-5	2
- COC(=O)c1ccc(C2OCC(C)(C)CO2)cc1
 : -3	-6	1	2	2	-6	-7	-1	-2	5
- CSc1nc2ccc(NS(=O)(=O)c3ccc(Br)s3)cc2s1
 : 7	-3	-5	-3	-4	27	-9	-21	-2	-5
- COc1ccc(CC(=O)NCCCCc2ccccc2)cc1OC
 : -1	1	-2	2	4	0	7	2	4	-2
- CSc1ccc(CNC(=O)C2CCC(=O)N(Cc3cccc(F)c3)C2)cc1 (centres undefined)
 : -1	12	-1	0	-10	-5	13	6	2	-1
- COc1ccccc1C(=O)N(C)CC(=O)Nc1ccc(N2CCOCC2)cc1
 : -1	2	3	2	-4	2	6	1	5	1
- COc1cc(CN2C[C@@H](CO)O[C@@H](n3cnc4c(N5CCN(c6ccccc6)CC5)ncnc43)C2)cc(OC)c1OC
 : -2	-11	·	2	-3	8	-9	-4	4	1
- CCc1cc(CNC(=O)CC2C(=O)NCCN2Cc2ccccc2C(F)(F)F)on1 (centres undefined)
 : 3	-2	-2	3	7	-2	-2	2	-3	-3
- CCn1cc(CN2CCC(C(=O)Nc3cccc(-c4cccc(Cl)c4)c3)CC2)cn1
 : -3	8	5	2	0	0	-8	-1	6	5
- Cc1cc(C(=O)CCC(=O)N2CCN(c3ccccc3O)CC2)c(C)s1
 : 0	-2	-5	-1	-7	5	7	8	2	-1
- CC1CCN(c2ccc3nnc(CCC(=O)NC(C)C)n3n2)CC1
 : 3	-5	3	8	1	-11	-14	6	-1	-3
- c1ccc(CSc2ccc(-c3cccs3)nn2)cc1
 : 0	7	-4	-7	-4	-2	1	-7	-2	-3
- O=C(NC(Cc1ccccc1)C(=O)N1CCCCC1)c1ccccc1 (centres undefined)
 : -4	-1	-3	-4	-2	1	-14	-9	-3	3
- O=C(/C=C/c1ccc(Cl)cc1)N(Cc1ccccc1)c1ccccn1
 : 0	5	-22	1	-5	-2	-9	-2	-3	1
- O=C(COC(=O)CNC(=O)c1ccccc1)Nc1ccc(Cl)cc1C(F)(F)F
 : -2	3	-9	5	-6	-1	5	2	-3	1
- Cc1ccc(Cl)cc1N1C(=O)CC(C)(C)CC1=O
 : 7	-9	4	4	3	3	-4	2	-4	-5
- Cc1cc(C)n(CCN(C)Cc2cn[nH]c2-c2ccc(F)cc2F)n1
 : 0	0	5	5	-9	-8	1	1	14	4
- COC(=O)/C=C/c1ccccc1S(=O)(=O)N(Cc1ccccc1)Cc1ccco1
 : 5	3	-31	-1	-7	4	1	-14	1	1
- Cc1ccc(SCCN2CCN(CCc3ccccc3)CCC2=O)cc1
 : 2	-2	-4	5	-3	-7	5	10	1	0
- C/C(=N\NC(=O)CN1CCOCC1)C(C)(C)C
 : 0	-8	3	0	-13	1	-4	-2	4	1
- c1cc2nncn2nc1N1CCCC1
 : 0	2	2	4	-3	-4	-3	-13	-2	1
- COc1cc(OC)cc(C(=O)NCCOc2ccccc2)c1
 : -2	9	-5	-1	-2	-6	-10	6	-5	-3
- CN(C(=O)COC(=O)c1cc([N+](=O)[O-])ccc1Cl)c1ccccc1
 : 3	-4	-7	-2	4	-2	-7	7	6	-5
- COC/C=C/C1=CC2=CC(=O)C(C)(OC(=O)c3cnc4ccccc4n3)C(=O)C2=CN1CCCCO (centres undefined)
 : 6	1	-1	-11	-1	10	18	16	12	3
- O=C(O)c1ccccc1C(=O)N1CC=C(c2ccccc2)CC1
 : -1	5	3	5	-2	7	6	9	1	-3
- Cc1nn(C(=O)c2cccnc2)c(C)c1Sc1ccccc1
 : -2	2	2	-6	15	0	6	3	6	2
- Cc1cccc2cc(CN(Cc3nnnn3C3CCCC3)C3CCCCC3)c(=O)[nH]c12
 : 0	-3	-2	-1	1	-3	7	3	4	1
- COc1ccccc1N1CCN(C2CC(=O)N(c3cccc(Br)c3)C2=O)CC1 (centres undefined)
 : 13	8	6	-4	4	5	1	-3	1	1
- N#CCCn1cc(/C=C/C(=O)O)c(-c2ccc(F)cc2)n1
 : -6	2	8	3	3	2	6	-6	5	-6
- Cc1n[nH]c(C)c1S(=O)(=O)N1CCC(C(=O)N2CCn3c2nc2ccccc23)CC1
 : 1	-7	0	-4	-11	0	5	-4	-2	1
- CCCCN(C)c1ccc([N+](=O)[O-])cc1
 : -3	3	-10	-7	-2	-1	-10	5	0	-2
- CC1(C)Cc2c(cnn2-c2ccc(F)cc2)C(NC(=O)c2cnccn2)C1 (centres undefined)
 : -5	-1	-3	-4	1	-6	-4	-4	-3	0
- O=C(CN(Cc1ccccc1)S(=O)(=O)c1ccc(Cl)cc1)NCC1CCCO1 (centres undefined)
 : 2	-6	1	2	-2	-3	-7	4	2	1
- CCN1CCCC1CNCc1cccc(OC)c1OCc1ccc(F)cc1 (centres undefined)
 : -1	3	0	1	-8	3	-9	7	2	4
- C=CCC(CC=C)(C(=O)O)c1ccccc1
 : -4	-3	9	2	11	-1	9	2	8	2
- Cn1c(=O)c(C(=O)NNC(=O)c2ccccc2Br)c(O)c2ccccc21
 : 4	-5	1	5	8	7	-16	-12	-12	-7

# In the list so far, 9 contain an aryl methoxy group:
# Results follow in this order: PRMT1 inh	TCR-CD3 inh	HTRA1 inh	MBD2 DNA inh	NPR2 activator	rCAG binder	TDP2 inh	mABHD4 FP	SIAE inh	LEDGF integ inh
- COc1ccccc1C(=O)NC(=O)COC(=O)c1nccnc1N
 : 0	4	5	-1	-3	2	1	2	-1	0
- COc1cc(/C=N/N(C)C)ccc1OC(=O)c1ccco1
 : 0	5	-10	4	2	-4	-4	5	-1	-4
- CCn1c(=O)cc(OCC(=O)Nc2ccc(OC)c(OC)c2)c2ccccc21
 : -3	1	4	4	-1	-2	2	0	8	-3
- COc1ccc(CC(=O)NCCCCc2ccccc2)cc1OC
 : -1	1	-2	2	4	0	7	2	4	-2
- COc1ccccc1C(=O)N(C)CC(=O)Nc1ccc(N2CCOCC2)cc1
 : -1	2	3	2	-4	2	6	1	5	1
- COc1cc(CN2C[C@@H](CO)O[C@@H](n3cnc4c(N5CCN(c6ccccc6)CC5)ncnc43)C2)cc(OC)c1OC
 : -2	-11	·	2	-3	8	-9	-4	4	1
- COc1cc(OC)cc(C(=O)NCCOc2ccccc2)c1
 : -2	9	-5	-1	-2	-6	-10	6	-5	-3
- COc1ccccc1N1CCN(C2CC(=O)N(c3cccc(Br)c3)C2=O)CC1 (centres undefined)
 : 13	8	6	-4	4	5	1	-3	1	1
- CCN1CCCC1CNCc1cccc(OC)c1OCc1ccc(F)cc1 (centres undefined)
 : -1	3	0	1	-8	3	-9	7	2	4

# These rows are one share of the data (hit frequency here may not be typical).
